# From PubChem
# APP 5'UTR act: APP 5'UTR luciferase reporter activation; SH-SY5Y APP 5'UTR luciferase reporter, luminescence; zero percent = DMSO vehicle wells; activation, % at 2 µM; 190,000 compounds, 1% hits; AID 1276;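 active = activation above a set limit, based on mean plus 3 SD of controls, cut at about 140% in these data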; also: values of inactives mirror those of a sister screen read the other way
# NF-kB expr up: compounds increasing NF-kB expression in human neuronal cells; NF-kB reporter expression; active compounds read high; fold change at 12.5 µM; 190,000 compounds, 1.6% hits; AID 1239; in the data active = fold change above about 3.3
# Hsp70 activator: transcriptional activators of Hsp70 | HeLa Hsp70 promoter luciferase reporter, luminescence; scaled: vehicle 0, proteasome-inhibitor control 100% | 200,000 compounds, 0.04% hits | activation, % at 10 µM;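 active = activation above the mean across all tested compounds plus 3 SD, cutoff set per campaign, cut at about 5.5% in these data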;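 also: 100% = MG132 at 30 µM as the positive control and 0% = DMSO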
# Efa HMGR inh: inhibitors of class II HMG-CoA reductase from Enterococcus faecalis | inhibition, % at 10 µM | 190,000 compounds, 0.41% hits | purified E. faecalis HMGR, NADPH absorbance 340 nm kinetic;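 active = inhibition above a set limit, the median over all tested compounds plus 3 SD, cut at about 9.5% in these data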;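 also: enzyme runs in reverse so mevalonate oxidation gives rising NADPH absorbance; 0% = complete reaction with DMSO and 100% = background rate lacking mevalonate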
# FLuc act counter: affects firefly luciferase, flagging false hits in luciferase stimulation screens. activation factor at 10 µM. AID 1027. 200,000 tested, under 10 active. P08659. ATPlite luciferase biochemical, luminescence, 10 min; 0 = ATP-free wells, 1 = DMSO control;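 active = luciferase activation factor, scaled between plate controls, of at least 2 with compound at 10 µM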
# Target sequence (P08659 whole entry, looked up): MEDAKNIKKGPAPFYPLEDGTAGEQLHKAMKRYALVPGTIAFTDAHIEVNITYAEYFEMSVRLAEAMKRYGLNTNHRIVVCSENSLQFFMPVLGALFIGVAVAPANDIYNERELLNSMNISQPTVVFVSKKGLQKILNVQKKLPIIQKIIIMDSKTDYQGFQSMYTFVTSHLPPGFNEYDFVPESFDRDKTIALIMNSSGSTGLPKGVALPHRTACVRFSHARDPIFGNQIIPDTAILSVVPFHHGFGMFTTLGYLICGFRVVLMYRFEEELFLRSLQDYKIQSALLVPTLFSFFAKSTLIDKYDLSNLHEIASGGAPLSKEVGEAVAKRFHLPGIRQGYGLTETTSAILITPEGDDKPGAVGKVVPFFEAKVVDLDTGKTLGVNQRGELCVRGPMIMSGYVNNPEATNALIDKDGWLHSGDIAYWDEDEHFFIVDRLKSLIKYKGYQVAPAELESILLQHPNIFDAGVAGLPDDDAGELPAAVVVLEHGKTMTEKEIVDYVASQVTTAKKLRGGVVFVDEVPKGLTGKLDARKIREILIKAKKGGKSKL
#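 Material: luciferase plus luciferin reagent, cell-free. Medium: PBS buffer for ATP. Also added: ATP substrate, dispensed from a 10.24 µM working solution in PBS. Doses: test compounds dosed from 2 mM stocks in 100% DMSO. Incubation: 10 min post-reagent at room temperature. Technique: light output (luminescence). Read-out basis: luminescence gain marking luciferase activators.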
# FLuc inh counter: Photinus pyralis luciferase inhibition counter-screen; ATPLite firefly luciferase biochemical luminescence, 10 min; 200,000 compounds, 1.5% hits; P08659; inhibition, % at 10 µM; AID 1006;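 active = inhibition above about 50% when tested at 10 µM, limit read from the data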
# Redox H2O2 prof: compounds producing H2O2 with reducing agent – biochemical, NIH compound library profiling, artefact control for MLSCN library redox annotation, primary screen; DTT-dependent redox cycling H2O2, phenol red/HRP absorbance; 100% = 100 µM peroxide control, 0% = buffer; 200,000 compounds, 0.03% hits; activation, % at 10 µM;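 active = activation of at least 50% relative to the plate's high and low controls in the primary single-dose screen; inactive = activation below 50%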;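 also: compound incubated with DTT at 0.8 mM final as the reducing agent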
# APP transl inh: APP translation inhibition. SH-SY5Y APP 5'UTR-luciferase reporter, luminescence. inhibition, % at 2 µM. 190,000 compounds, 0.82% hits;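 active = inhibition above a set limit, derived from the sample mean plus 3 SD, cut at about 45% in these data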; also: values of inactives mirror those of a sister screen read the other way
# STAT1 activator: increases IFN-gamma driven STAT1 reporter signal; NIH 3T3 STAT1-luciferase reporter, luminescence; 100% = IFN-gamma alone, no compound; activation (% of control), % at 5.5 µM; 200,000 compounds, 2.6% hits;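 active = activation above the screen-wide mean activation plus 3 SD, cut at about 130% in these data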;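 also: raw ratio to IFN-gamma control signal so 100% means no change and 0% no light; values of inactives mirror those of a sister screen read the other way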
# G6PDH counter: counter-screen for G6PDH assay hits: L. mesenteroides G6PDH inhibition; Purified L. mesenteroides G6PDH, diaphorase/resazurin coupled fluorescence, 45 min; inhibition, % at 5 µM; 200,000 compounds, 0.12% hits; AID 1020; in the data active = inhibition above about 50%
# The depositor's hits bear a star. Rows were taken by chance (roughly 5.3% active in at least one column).
no.	SMILES	Efa HMGR inh	FLuc act counter	Redox H2O2 prof	STAT1 activator	FLuc inh counter
1	Cn1cc(C=O)c2cc(S(=O)(=O)N3CCOCC3)ccc21	-4	1	-0.7	91	-5
2	COc1ccc(NC(=O)CSc2cc(C)ccc2C)cn1	0	1	0.1	96	-3
3	Cc1cc(C)n(-c2ncc(-c3ccccc3)nn2)n1	-5	0.9	-0.1	116	5
4	NC(=O)NCc1cccnc1	-1	1.1	-1.0	98	-6
5	C=CCn1c(-c2cccn(Cc3ccccc3)c2=O)n[nH]c1=S	1	1.1	1.0	101	-5
6	CC1=C(C)CC(C(=O)c2ccccc2)C(C(=O)O)C1 (configuration not stated)	-9	1	0.4	108	0
7	COc1ccc(CN2C(=O)CC(Cc3cc(C)cc(C)c3)C2=O)cc1OC (configuration not stated)	-5	1	-0.8	95	-4
8	Cc1ccc(NC=C(S(=O)(=O)c2ccccc2)S(=O)(=O)c2ccccc2)c(C)c1	2	1	-4.7	100	-4
9	CCCCNC(=O)CN(c1ccc(Cl)c(Cl)c1)S(C)(=O)=O	-1	1.1	-0.2	97	-7
10	Cc1ccc(-n2[nH]c(C)c(C=Nc3ccc4[nH]c(=O)[nH]c4c3)c2=O)cc1C	-6	1	2.5	99	4
11	CC(=O)N1CC[n+]2c(-c3ccc(Cl)cc3Cl)csc21	1	1	0.1	105	1
12	CC(Nc1nc(-c2ccc3c(c2)NC(=O)CO3)cs1)c1ccccc1 (configuration not stated)	-5	1.1	-2.4	112	-6

no.	Hsp70 activator	NF-kB expr up	APP 5'UTR act	APP transl inh	G6PDH counter
1	-0.2	1.5	5	-5	1
2	-0.2	1.1	14	-14	4
3	-0.2	1.6	4	-4	11
4	0.0	1.2	-1	1	13
5	-0.3	1.4	-6	6	7
6	0.2	1.2	1	-1	4
7	-0.2	1	0	0	4
8	-0.1	0.98	-5	4	1
9	-0.1	1.1	15	-15	-3
10	-0.1	0.86	11	-11	8
11	-0.4	1.2	-3	3	-4
12	-0.2	1.2	3	-3	-3

# Next part (6 carried over from the part before).
no.	SMILES	Efa HMGR inh	FLuc act counter	Redox H2O2 prof	STAT1 activator	FLuc inh counter
7	COc1ccc(CN2C(=O)CC(Cc3cc(C)cc(C)c3)C2=O)cc1OC (configuration not stated)	-5	1	-0.8	95	-4
8	Cc1ccc(NC=C(S(=O)(=O)c2ccccc2)S(=O)(=O)c2ccccc2)c(C)c1	2	1	-4.7	100	-4
9	CCCCNC(=O)CN(c1ccc(Cl)c(Cl)c1)S(C)(=O)=O	-1	1.1	-0.2	97	-7
10	Cc1ccc(-n2[nH]c(C)c(C=Nc3ccc4[nH]c(=O)[nH]c4c3)c2=O)cc1C	-6	1	2.5	99	4
11	CC(=O)N1CC[n+]2c(-c3ccc(Cl)cc3Cl)csc21	1	1	0.1	105	1
12	CC(Nc1nc(-c2ccc3c(c2)NC(=O)CO3)cs1)c1ccccc1 (configuration not stated)	-5	1.1	-2.4	112	-6
13	O=C1CN(C(=O)c2cc([N+](=O)[O-])ccc2Cl)C(c2ccc(F)cc2)c2cc(F)ccc2N1 (configuration not stated)	-8	1.1	-1.0	97	-10
14	CN(Cc1cccs1)C(=O)/C=C/c1ccccc1[N+](=O)[O-]	-3	1	7.2	106	0
15	Cc1ccc(C)n1NC(=O)c1cccs1	-3	1.1	3.6	103	-6
16	CN(C)CCCCOc1ccccc1F	1	1.1	0.2	104	-10
17	COC(=O)c1[nH]c2ccc(Cl)cc2c1NC(=O)CN1CCc2cc(OC)c(OC)cc2C1	0	1.1	1.5	84	-6
18	CCn1ncc(/C=N\NC(=O)c2ccc3c(c2)c(C)c(C)n3Cc2ccccc2)c1C	-7	1	0.1	92	-3
19	COc1cc(C2NC(=O)C(C#N)=C(S)N2c2ccc(C)cc2)ccc1OC(C)C (configuration not stated)	4	1	-14	106	2
20	CC1(C)Cc2c(sc3[nH]c(=S)[nH]c(=O)c23)CO1	3	1	0.0	105	2
21	CN(C)/C=C/C(=O)c1cnc(-c2ccccc2Cl)s1	-5	0.6	-1.9	139*	43
22	CC(C)(C)OC(=O)COc1cc(OCC(=O)OC(C)(C)C)c2c(=O)cc(-c3ccccc3)oc2c1	-1	1	0.3	96	1
23	CCn1c(COc2ccccc2C)nnc1SCC(=O)NC1CCCC1	-6	1.1	0.1	101	-7
24	O=C(CNCc1ccc(Cl)cc1)Nc1ccc2c(c1)OCCO2	-3	1	-2.3	108	-4

no.	Hsp70 activator	NF-kB expr up	APP 5'UTR act	APP transl inh	G6PDH counter
7	-0.2	1	0	0	4
8	-0.1	0.98	-5	4	1
9	-0.1	1.1	15	-15	-3
10	-0.1	0.86	11	-11	8
11	-0.4	1.2	-3	3	-4
12	-0.2	1.2	3	-3	-3
13	-0.2	0.85	4	-4	4
14	-0.2	1.4	5	-5	5
15	-0.1	1.3	8	-8	0
16	-0.2	1.4	-3	3	8
17	0.1	0.32	8	-8	2
18	-0.4	0.83	5	-6	2
19	-0.3	0.98	-11	11	13
20	-0.1	1.4	-16	16	9
21	-0.2	3.5*	116	-116	1
22	-0.6	0.4	2	-2	11
23	0.0	1.1	2	-2	9
24	0.0	1.2	10	-10	-1

# Later entries.
no.	SMILES	Efa HMGR inh	FLuc act counter	Redox H2O2 prof	STAT1 activator	FLuc inh counter
25	Cc1cc(NC(=O)CCC(=O)N(CC(=O)NC2CCCC2)Cc2ccc(F)cc2)no1	3	1	-3.6	109	2
26	COc1ccccc1-c1ccc(SCC(=O)Nc2cc(C)on2)nn1	0	1	-0.2	97	4
27	Cn1cccc1C(=O)NC(=O)COC(=O)CNS(=O)(=O)c1ccc(Br)cc1	0	1	0.3	107	-4
28	CCc1[nH]nc2c1C1(CCN(C(=O)OCc3ccccc3)CC1)C(C#N)=C(N)O2	3	1	1.7	98	3
29	COC(=O)Nc1ccc(S(=O)(=O)N2CCC(C(=O)N3CCC(C)CC3)CC2)cc1	-7	1.1	-0.2	101	-7
30	COC(=O)c1cn(NC(=O)C2CCC(C)CC2)c(=O)c2ccccc12 (configuration not stated)	-8	1.1	-4.8	100	-7
31	COc1ccc(CNC(=O)c2c(C)nc3ccccn23)cc1	-5	1.1	0.6	91	-5
32	Fc1ccc(NCc2cccnc2)cc1F	-9	1	0.5	99	-1
33	CN(C)CCNS(=O)(=O)c1ccc(N2CCN(c3ccc(F)cc3)CC2)c([N+](=O)[O-])c1	-5	1.1	0.3	93	-5
34	O=C1S/C(=C\c2ccccc2)C(=O)N1CC(O)Cn1c2ccccc2c2ccccc21 (configuration not stated)	1	1	1.4	97	-2
35	CC(/C=C/c1ccco1)=N/NC(=O)CNc1ccccc1C	-1	1	-0.5	93	-3
36	O=c1[nH]c2ccc(Cl)cc2c(-c2ccccc2)c1CN1CCOCC1	0	1.1	0.7	104	-7

no.	Hsp70 activator	NF-kB expr up	APP 5'UTR act	APP transl inh	G6PDH counter
25	-0.2	1	-1	1	10
26	0.0	0.94	20	-20	5
27	-0.3	1	-3	3	2
28	-0.1	0.92	5	-5	-6
29	-0.2	1.2	100	-100	4
30	-0.3	1	15	-15	6
31	0.2	0.77	7	-7	1
32	-0.5	1.4	-15	15	-2
33	-0.3	1	-11	11	12
34	-0.4	0.67	9	-9	7
35	-0.1	1.1	-16	16	1
36	0.7	0.8	-3	3	0

# (list continues)
no.	SMILES	Efa HMGR inh	FLuc act counter	Redox H2O2 prof	STAT1 activator	FLuc inh counter
37	Cc1ccccc1C(=O)NCC(=O)NNC(=S)NC(=O)c1ccccc1C	2	1	0.1	99	-4
38	O=C(NCC1CCCO1)c1cc2n(n1)C(C(F)(F)F)CC(c1ccc(Br)cc1)N2 (configuration not stated)	3	1	2.1	98	-5
39	O=C1OCc2cc(NC(=O)C3COc4ccccc4O3)ccc21 (configuration not stated)	2	1.1	0.6	107	-7
40	CC1CCN(C(=O)Cn2cc(C(=O)c3ccco3)c3ccccc32)CC1	-3	1.1	0.2	94	-6
41	CCOc1c(Br)cc(CNC2CCCCCCC2)cc1OC	-4	1.1	-0.3	100	-7
42	CC(C)(C)NC(=O)C1CCN(c2ccc(S(=O)(=O)N3CCOCC3)cc2Cl)CC1	-4	1.1	-0.5	108	-7
43	O=c1[nH]c2sc3c(c2c2nncn12)CCCC3	0	1	-0.8	96	0

no.	Hsp70 activator	NF-kB expr up	APP 5'UTR act	APP transl inh	G6PDH counter
37	-0.5	0.96	-8	8	2
38	-0.2	1.6	0	0	2
39	0.1	0.99	1	-1	15
40	0.1	0.97	-6	6	8
41	-0.4	1	-13	13	11
42	0.0	1.1	26	-26	4
43	-0.4	1	-8	8	5

# Compounds from the list above containing a tert-butyl group, in the order listed:
no.	SMILES	Efa HMGR inh	FLuc act counter	Redox H2O2 prof	STAT1 activator	FLuc inh counter
22	CC(C)(C)OC(=O)COc1cc(OCC(=O)OC(C)(C)C)c2c(=O)cc(-c3ccccc3)oc2c1	-1	1	0.3	96	1
42	CC(C)(C)NC(=O)C1CCN(c2ccc(S(=O)(=O)N3CCOCC3)cc2Cl)CC1	-4	1.1	-0.5	108	-7

no.	Hsp70 activator	NF-kB expr up	APP 5'UTR act	APP transl inh	G6PDH counter
22	-0.6	0.4	2	-2	11
42	0.0	1.1	26	-26	4

# Results in sequence from the entries so far:
# APP transl inh, nos. 37–43 → 8, 0, -1, 6, 13, -26, 8
# Redox H2O2 prof, nos. 37–43 → 0.1, 2.1, 0.6, 0.2, -0.3, -0.5, -0.8
# NF-kB expr up, nos. 37–43 → 0.96, 1.6, 0.99, 0.97, 1, 1.1, 1
